Source: PubChem BioAssay
SDO1 yeast rescue: sdo1-depleted yeast growth rescue; S. cerevisiae sdo1-depleted JHY4D growth rescue, OD600 30 h; stronger effect = higher value; pdr5 snq2 efflux-pump mutant strain; z-score at 10 µM; 140,000 tested, 0.21% active; AID 817;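 active = z-score above 3 at both the 24 hr and the 30 hr optical density reads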;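 also: z-score against mean and SD of all compound wells on the same plate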
Insulin prom inh: TRM-6 insulin promoter activity inhibition | inhibition, % at 2 µM | 130,000 tested, 0.9% active | AID 1273 | TRM-6 cells (human fetal islet line), insulin promoter-eGFP reporter, imaging; reporter expression induced with tamoxifen;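 active = inhibition above the mean plus 3 SD, with well images judged a real hit on visual review, cut at about 60% in these data, passing the limit was not always enough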
SDO1 yeast rescue Rescue 24 h: further read-out of SDO1 yeast rescue, marked with its call; z-score; S. cerevisiae sdo1-depleted JHY4D growth rescue, OD600; measured here: growth rescue at 24 h;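 0 is the plate mean of compound wells and units are plate SD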
* = called active by the depositor; . = not tested or not shown.

SDO1 yeast rescue	smiles	SDO1 yeast rescue Rescue 24 h	Insulin prom inh
0.69	NS(=O)(=O)c1ccc(NC(=O)COC(=O)CCNC(=O)NC23CC4CC(CC(C4)C2)C3)cc1	0.6	.
0.5	CC1CN(Cc2nc3c(c(=O)n(C)c(=O)n3C)n2CCCO)CC(C)O1 (stereo not given)	1.1	.
.	CS(=O)(=O)N(CC(=O)NC1CC2CCC1C2)c1ccc(Oc2ccccc2)cc1 (stereo not given)	.	33
.	CCOc1ccccc1-n1nnnc1SCC(=O)NCc1ccco1	.	-60
0.74	O=C(Cc1cccs1)N(c1ccccc1)C1C=CS(=O)(=O)C1 (stereo not given)	-0.03	36
0.36	CCOC(=O)c1[nH]c2cc3c(cc2c1NC(=O)CN1CCc2ccccc2C1)OCO3	0.6	.
-0.32	CCN(CC)C(=O)c1c(-c2ccccc2)oc2ccc(OC)cc12	0.1	-21
0.03	Cc1ccc(OCC(=O)N2CCN(S(=O)(=O)c3ccccc3)CC2)c([N+](=O)[O-])n1	-0.1	16
0.15	COc1cc(OC)cc(C(=O)N2CCN(C(=O)c3cccc(F)c3)CC2)c1	-0.04	-54
0.29	O=C(Nc1ccc(N2CCCCC2)c(Cl)c1)c1ncn[nH]1	0.35	.
-1.2	O=C(C1CC1)N(Cc1ccco1)c1nc(-c2ccccc2)cs1	-0.74	-3
0.99	Cc1ccn2c(C(=O)CSc3ccc(Cl)cc3Cl)c(C)nc2c1	1.3	-20
2.2	Cc1cc(C)c(NC(=O)/C=C\C(=O)O)c(Cl)c1	2.3	.
1.4	C=CCn1c(CNC(=O)c2ccco2)nnc1SCC(=O)N1c2ccccc2Sc2ccccc21	2.4	-103
-0.15	CC(CCc1ccccc1)NC(=O)c1cccs1 (stereo not given)	-0.86	23
0.11	O=C(NCc1ccccc1)c1cccc(OCC(=O)N2CCN(C(=O)c3ccco3)CC2)c1	-0.34	3
.	CCCCNC(=O)C1CCC(CNc2nc(=S)[nH]c3ccccc23)CC1 (stereo not given)	.	21
.	COc1ccc(/C(N)=N/OC(=O)c2ccco2)cc1OC	.	-31
0.5	CCNc1nc(CN2CCOCC2)nc2sc3c(c12)CCC3	0.39	-21
-0.3	CCOC(=O)Cn1c(=O)oc2cc(S(=O)(=O)NCc3cccs3)ccc21	0.75	.
0.51	COC(=O)/C=C1\S/C(=N/NC(=O)c2ccccc2)NC1=O	0.01	-9
0.47	COc1ccc(C(CNC(=O)c2ccccc2C)N2CCCC2)cc1 (stereo not given)	0.53	-4
.	N#CCCn1cc(C(=O)O)c(-c2cccs2)n1	.	-21
0.81	CC(NC(=O)Cn1nnc(-c2ccncc2)n1)c1ccccc1 (stereo not given)	0.27	-25

Complete entries, looked up by structure:
Listed for O=C(NCc1ccccc1)c1cccc(OCC(=O)N2CCN(C(=O)c3ccco3)CC2)c1 → SDO1 yeast rescue = 0.11; SDO1 yeast rescue Rescue 24 h = -0.34; Insulin prom inh = 3
Listed for Cc1cc(C)c(NC(=O)/C=C\C(=O)O)c(Cl)c1 → SDO1 yeast rescue = 2.2; SDO1 yeast rescue Rescue 24 h = 2.3; Insulin prom inh = .
Listed for CC(CCc1ccccc1)NC(=O)c1cccs1 (stereo not given) → SDO1 yeast rescue = -0.15; SDO1 yeast rescue Rescue 24 h = -0.86; Insulin prom inh = 23

The listing continues:
SDO1 yeast rescue	smiles	SDO1 yeast rescue Rescue 24 h	Insulin prom inh
0.56	CCOc1ccc(C(CCc2ccccc2)NC(=O)c2ccccc2OC)cc1OCC (stereo not given)	2.8	0
-0.8	Cc1ccc(O)c(C2=Nc3ccccc3N=C(c3ccc([N+](=O)[O-])cc3)C2)c1	0.55	.
.	COc1ccc2c(CC(=O)NCc3cccs3)coc2c1	.	-29
.	Cc1cc(NC(=O)CSc2nncn2-c2ccccc2)no1	.	33
-1.3	O=C1N=C(c2ccccc2)S/C1=C\c1cccs1	-1.7	6
.	COc1ccc(CCNC(=O)CSc2n[nH]c(C)c2[N+](=O)[O-])cc1OC	.	50
.	Cc1cccc(NC(=S)NCCN(C2CCCCC2)C2CCCC2)c1	.	7
0.16	CC(C(=O)Nc1ccccc1-c1ccccc1)N1CCOCC1 (stereo not given)	0.21	-37
0.36	CSc1nnc(CSc2cc(C)nc(N(C)C)n2)o1	-0.34	-44
0.93	Cn1c(=O)c2c(nc(NCC(O)CO)n2CCc2ccccc2)n(C)c1=O (stereo not given)	1.6	.
-1.1	COc1cccc(Cn2cnc3c(NS(=O)(=O)c4cccc(Cl)c4Cl)c(C)c(C)cc32)c1	-0.41	12
-0.31	C=CCSc1nc(-c2ccccc2)c2cc(Cl)ccc2n1	-0.02	11
-0.05	Cc1ccc(C(=O)N/C(=C/c2ccco2)C(=O)NCCc2c[nH]c3ccccc23)cc1	0.4	.
0.48	Cc1cnc(C)c(N(C)NC(=S)Nc2ccccc2)n1	-0.18	-485
-2	O=c1c2ccccc2[nH]c(=S)n1C1CCCCC1	-0.55	56
1.1	CCOC(=O)N1CCN(C(=O)CCc2ccc(S(=O)(=O)NCCc3ccccc3)cc2)CC1	1.8	-38
2.5	O=C(CN1CCN(c2ncc(C(F)(F)F)cc2Cl)CC1)NC(=O)NCc1ccccc1	4.7	-35
0.96	S=C(Nc1ccccc1)N1CCn2cccc2C1c1cccnc1 (stereo not given)	0.37	.
-0.72	O=C(c1cccnc1)N1CCCc2ccccc21	-1.1	0
-0.21	COc1ccc(C(=O)Nc2nc3cc(OC)c(OC)cc3c(=O)[nH]2)cc1	2.2	53
0.1	CC(=O)c1cccc(N(C(=O)c2cnccn2)C(C(=O)NCc2ccccc2)c2ccco2)c1 (stereo not given)	-0.05	-28
-0.33	CCOc1ccccc1N(C(=O)CNS(=O)(=O)c1ccccc1)C(CC)C(=O)NCc1ccco1 (stereo not given)	-0.26	-19
-0.41	CCCCN(N=Nc1nonc1OC)c1nonc1OC	-0.49	-19
0.63	COc1ccc(CCNC(=O)/C=C\c2ccccc2)cc1OC	-0.12	59
-1.8	Oc1ccccc1Cn1c(-c2ccccc2O)nc2ccccc21	-1.2	-36
-0.12	COCCNC(=O)CN(c1ccc(C)cc1)S(=O)(=O)c1ccccc1	0.4	-21
-0.27	COC(=O)c1ccccc1NC(=O)NCc1cccnc1	-0.14	72
-0.76	O=C(Nc1nnc(C2CCCC2)s1)C1CCC1	1.3	3
-0.37	Cc1ccc(NC(=S)N(CCN(C)C)Cc2cc3cccc(C)c3[nH]c2=O)cc1	0.27	-36
-1.8	Nc1nonc1C(=O)NCCN=Cc1cc(Cc2ccccc2)cc(Br)c1O	-1.5	-114
0.54	N=C1SCC(=O)N1c1nc(-c2ccccc2)cs1	0.65	.
-0.26	CNC(=O)CCSc1ccc(C)cc1	-1.1	-4
-1.9	COc1ccc2cc(S(=O)(=O)N3CCCCC3)ccc2c1S(=O)(=O)N1CCCCC1	-0.73	-262
-1.2	CCCOc1ccccc1C1CC(=O)Nc2cc3c(cc21)OCCO3 (stereo not given)	-0.36	-72
0.44	CC1CCCCC1NC(=O)CSc1nnc(CN2CCOCC2)n1C (stereo not given)	0	6
.	O=S(=O)(c1ccc(NC(=S)NC2CCCC2)cc1)N1CCCC1	.	7

6 compounds drawn at random from those above:
SDO1 yeast rescue	smiles	SDO1 yeast rescue Rescue 24 h	Insulin prom inh
-0.76	O=C(Nc1nnc(C2CCCC2)s1)C1CCC1	1.3	3
-1.9	COc1ccc2cc(S(=O)(=O)N3CCCCC3)ccc2c1S(=O)(=O)N1CCCCC1	-0.73	-262
-1.8	Nc1nonc1C(=O)NCCN=Cc1cc(Cc2ccccc2)cc(Br)c1O	-1.5	-114
-0.27	COC(=O)c1ccccc1NC(=O)NCc1cccnc1	-0.14	72
-0.12	COCCNC(=O)CN(c1ccc(C)cc1)S(=O)(=O)c1ccccc1	0.4	-21
-0.26	CNC(=O)CCSc1ccc(C)cc1	-1.1	-4

Continued.
SDO1 yeast rescue	smiles	SDO1 yeast rescue Rescue 24 h	Insulin prom inh
.	COc1ccc(NC(=O)CSc2nnc(CCC(=O)O)c(=O)n2N)cc1	.	7
.	O=C(NCc1ccncc1)c1cc(C(=O)C2CC2)c[nH]1	.	-7
-0.34	O=C(O)c1ncn(Cc2ccccc2)c1C(=O)O	-1.1	38
.	Cc1ccc2cccnc2c1N	.	-20
-0.61	NC(=O)c1cc2cc(Cl)ccc2oc1=O	-0.98	14
.	CCOC(=O)c1sc(-c2cccs2)nc1C	.	33
-0.27	CCc1ccc(CN2CCN(S(=O)(=O)Cc3ccccc3)CC2)cc1	0.89	.
.	COc1cc(NC(=S)NCCc2ccccc2)c(OC)cc1NC(=O)CC(C)C	.	25
0.84	CNc1nc(N(C)C)nc(N(C)C)n1	0.42	-19
-1	COc1ccccc1-n1c(SCC(N)=O)nnc1-c1ccc(S(=O)(=O)N2CCCCC2)cc1	-1.2	18
0.31	COc1ccc(-n2nc(C(=O)NCC(=O)Nc3ccccn3)c3ccccc3c2=O)cc1Cl	1.7	-61
0.43	CN(C)CCCN1C(=O)C(=O)/C(=C(/O)c2ccncc2)C1c1cccnc1 (stereo not given)	0.35	12
0.94	O=c1c2c3c(sc2nc2sc(CN4CCCCC4)cn12)CCCC3	0.53	-164
-1.1	CCOC(=O)C1=C(CC)Nc2ccccc2N=C1NC(=O)c1cccc(S(=O)(=O)N2CCCC2)c1	-1.1	6
-0.49	Cc1ccc(C)c(CSC2=NCCN2C(=O)Cc2ccc([N+](=O)[O-])cc2)c1	-0.71	.
1.8	CC(NC(=O)CSC1=NCCS1)c1ccccc1 (stereo not given)	1.9	.
-0.18	Cc1ccc(S(=O)(=O)c2nc(NCCN(C)C)sc2Cl)cc1	-1.1	-31
0.75	COc1ccc(/C=N/NC(=S)Nc2cc(S(=O)(=O)N3CCOCC3)ccc2N2CCOCC2)cc1O	-0.18	-23
0.48	OCCNCc1ccc(OC2CCCC2)cc1	0.44	-56
0.31	CCOc1cc(C(=O)Nc2cc(C)ccc2OC)ccc1OCC(=O)N1CCCCC1	0.44	3
-1.3	Cc1ccc(-c2[nH]ncc2/C=N/n2c(COc3ccccc3)nc3ccccc3c2=O)cc1	-0.66	.
.	CCc1ccc(OC)c(-c2csc(N)n2)c1	.	45
0.49	CCCCN(CC)C(=O)Cc1ccccc1OC	0.57	-17
.	COc1ccc(Cl)cc1-c1nc(SCC(=O)NC(C)C)n[nH]1	.	0
-0.3	C/C(=N\NC(=O)C1CC1c1ccccc1)c1cccc([N+](=O)[O-])c1 (stereo not given)	-0.65	-4
-0.41	O=C1OC(c2ccccc2)=C/C1=C/N1CCOCC1	-0.85	0
.	CC(C)(C)NC(=O)Cn1c(=O)n(CC(=O)NC(C)(C)C)c2ccccc21	.	-13
.	COc1ccc(NC(=O)COc2ccc(C)cc2)c([N+](=O)[O-])c1	.	-14
-0.93	Cc1cc(C)n(-c2nc3ccccc3nc2Nc2ccc3c(c2)OCO3)n1	-0.46	.
-1.7	CCC(=O)Nc1nonc1-c1nc2ccccc2n1Cc1cccc2ccccc12	-1.3	-92
-0.48	CC(C)OC(=O)CSc1nnnn1-c1ccc2c(c1)OCCO2	0.17	-8
-0.74	Cc1cc(C)cc(NC(=O)C2(c3cccs3)CCOCC2)c1	-1.1	-8
0.71	COc1ccc(C(=O)Nc2ccc(S(=O)(=O)Nc3onc(C)c3C)cc2)cc1	0.58	39
-0.36	COc1ccc(N2CCN(C(=O)CN=C3NS(=O)(=O)C(c4ccc(C)cc4)=C3C)CC2)cc1	-0.13	.
-1.1	COc1ccc(C(=O)NC(=S)NCc2ccc(-c3nc4ccccc4o3)cc2)cc1OC	0.35	-17
0.74	CN1CCN(c2ccc(S(=O)(=O)N3CCCCC3)cc2NC(=O)c2ccc(C#N)cc2)CC1	0.07	.
.	CC(C)(C)Cc1nnc(NS(C)(=O)=O)s1	.	44
0.53	CCN1C(=O)CC(Sc2ccccc2N)C1=O (stereo not given)	0.38	13
.	COc1ccc(-n2c(SCC(=O)N3CCCC3)nc3ccccc3c2=O)cc1	.	-20
0.75	COc1ccccc1CNS(=O)(=O)c1ccc(C)cc1	0.66	-58
-0.06	CCN(c1ccc(NC(=O)CCNC(=O)c2ccco2)cc1)C(C)C	-0.15	-22
0.55	Cc1nc2sc(C(c3cccs3)N3CCC(C(N)=O)CC3)c(O)n2n1 (stereo not given)	0.1	.
.	CCOC(=O)Cn1nc(C)c(NC(=O)COc2ccc(F)cc2F)c1C	.	-47
0.61	O=C(N/C(=C/c1cn(-c2ccccc2)nc1-c1ccccc1)C(=O)N1CCOCC1)c1ccccc1	1	.
-0.2	CN1CCN(CC(=O)N2c3ccccc3C(C)(c3ccc(Cl)cc3)CC2(C)C)CC1 (stereo not given)	-0.34	-4
.	Cc1ccc(SCCNC(=O)c2ccc(CN3CCOCC3)cc2)cc1	.	55
-0.4	CCOC(=O)c1nn(-c2ccc(F)cc2)c(-c2ccccc2)c1C(=O)c1ccccc1	-0.03	-2

An excerpt, so the mix of outcomes need not match the whole.
